CHRM5 antagonist – human M5 muscarinic receptor antagonists, primary screen, CHO cells, Fluo-8 calcium fluorescence; Muscarinic acetylcholine receptor M5 (Homo sapiens), P08912; CHO-hM5 cells, ACh EC80; inhibition, % at 3 µM; 360,000 compounds, 0.59% hits; AID 624040, 2012;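 active = inhibition above a per-plate cutoff, the mean of that plate's test compounds plus 3 SD, cut at about 27% in these data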;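 also: 0% = acetylcholine EC80 with DMSO and 100% = DMSO without agonist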
Target sequence (P08912 whole entry, looked up): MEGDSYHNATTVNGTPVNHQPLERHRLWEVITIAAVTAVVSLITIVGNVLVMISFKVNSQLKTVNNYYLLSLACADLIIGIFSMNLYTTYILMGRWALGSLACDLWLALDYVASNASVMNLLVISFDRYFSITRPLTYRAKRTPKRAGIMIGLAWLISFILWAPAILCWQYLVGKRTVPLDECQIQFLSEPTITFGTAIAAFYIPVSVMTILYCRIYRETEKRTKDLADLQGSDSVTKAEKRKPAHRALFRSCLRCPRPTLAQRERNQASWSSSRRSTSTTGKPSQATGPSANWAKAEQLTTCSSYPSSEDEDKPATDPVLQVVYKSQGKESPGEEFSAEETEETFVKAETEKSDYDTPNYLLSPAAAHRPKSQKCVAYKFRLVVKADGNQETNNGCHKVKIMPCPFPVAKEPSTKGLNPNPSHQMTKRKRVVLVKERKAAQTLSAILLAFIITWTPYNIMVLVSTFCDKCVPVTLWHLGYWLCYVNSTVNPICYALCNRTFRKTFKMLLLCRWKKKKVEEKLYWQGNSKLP
M4 antag – human M4 muscarinic receptor antagonists, primary screen, CHO cells, Fluo-8 calcium fluorescence; Muscarinic acetylcholine receptor M4 (Homo sapiens), P08173; AID 624125, 2012; CHO-hM4 cells, ACh EC80; 360,000 compounds, 0.73% hits; inhibition, % at 3 µM;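 active = inhibition above its plate's cutoff, the mean inhibition of sample wells plus 3 SD, cut at about 27% in these data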;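 also: 0% = acetylcholine EC80 with DMSO and 100% = DMSO without agonist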
M5 PAM – human M5 muscarinic receptor positive allosteric modulators, primary screen, CHO-K1 cells, Fluo-8 calcium fluorescence | 360,000 compounds, 0.3% hits | CHO-K1 hM5, ACh EC20 PAM; 0% = ACh EC20, 100% = ACh EC100 | Muscarinic acetylcholine receptor M5 (Homo sapiens), P08912 | activation, % at 3 µM;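 active = activation above the run cutoff, the mean activation of all test compounds plus 3 SD, cut at about 18% in these data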
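Assay system: CHO-K1 hM5 cells / Incubation: Fluo-8 loading 80 min at 37 °C plus 30 min room temperature / Technique: Fluo-8 calcium dye fluorescence, kinetic read / Repeats: single replicate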
CHRM5 agonist – human M5 muscarinic receptor agonists, primary screen, CHO-K1 cells, Fluo-8 calcium fluorescence; CHO-K1 hM5 cells; 0% DMSO wells, 100% maximal acetylcholine response; activation, % at 3 µM; 360,000 compounds, 0.19% hits; AID 624037, 2012;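 active = activation above the run's mean over test compounds plus 3 SD, cut at about 23% in these data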;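 also: signal is peak over basal fluorescence ratio across the kinetic read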
CHRM4 PAM – human M4 muscarinic receptor positive allosteric modulators, primary screen, CHO-K1 cells, Fluo-8 calcium fluorescence. Muscarinic acetylcholine receptor M4 (Homo sapiens), P08173. CHO-K1 hM4/Gqi5, ACh EC20; 0% = ACh EC20, 100% = maximal ACh. activation, % at 3 µM. 360,000 compounds, 0.4% hits. AID 624126, 2012;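 active = activation above its plate's cutoff, the mean activation of sample wells plus 3 SD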; also: some results filed as inactive read as strong as hits
CRFR2-BP ag – agonists of CRF-BP/CRF-R2 complex, primary screen, cell-based, HEK293, calcium dye fluorescence, uHTS; calcium dye fluorescence (FLIPR); percent of saturating CRF peptide response; activation, % at 13.2 µM; 350,000 compounds, 0.46% hits;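 active = activation of at least 50%, plus an integration ratio under a set limit after plate pattern correction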;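 also: plate controls were neutral control wells without compound for no effect and CRF at EC100 for full effect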
CHRM4 agonist – human M4 muscarinic receptor agonists, primary screen, CHO-K1 cells, Fluo-8 calcium fluorescence. Muscarinic acetylcholine receptor M4 (Homo sapiens), P08173. CHO-K1 hM4/Gqi5; vehicle 0%, full acetylcholine response 100%. activation, % at 3 µM. 360,000 compounds, 0.14% hits. AID 624127, 2012;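 active = activation above the run mean over all test wells plus 3 SD, cut at about 32% in these data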;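 also: peak over basal fluorescence ratio per well then scaled between controls; 0% = DMSO wells and 100% = acetylcholine at EC100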
M1 PAM – human M1 muscarinic receptor positive allosteric modulators, primary screen, CHO-K1 cells, Fluo-8 calcium fluorescence, 1536-well; Muscarinic acetylcholine receptor M1 (Homo sapiens), P11229; CHO-K1 hM1, ACh EC20; 0% = ACh EC20, 100% = maximal ACh; activation, % at 3 µM; 360,000 compounds, 0.088% hits; AID 588819, 2011; in the data active = activation above about 19%, passing the limit was not always enough
Target sequence (P11229 whole entry, looked up): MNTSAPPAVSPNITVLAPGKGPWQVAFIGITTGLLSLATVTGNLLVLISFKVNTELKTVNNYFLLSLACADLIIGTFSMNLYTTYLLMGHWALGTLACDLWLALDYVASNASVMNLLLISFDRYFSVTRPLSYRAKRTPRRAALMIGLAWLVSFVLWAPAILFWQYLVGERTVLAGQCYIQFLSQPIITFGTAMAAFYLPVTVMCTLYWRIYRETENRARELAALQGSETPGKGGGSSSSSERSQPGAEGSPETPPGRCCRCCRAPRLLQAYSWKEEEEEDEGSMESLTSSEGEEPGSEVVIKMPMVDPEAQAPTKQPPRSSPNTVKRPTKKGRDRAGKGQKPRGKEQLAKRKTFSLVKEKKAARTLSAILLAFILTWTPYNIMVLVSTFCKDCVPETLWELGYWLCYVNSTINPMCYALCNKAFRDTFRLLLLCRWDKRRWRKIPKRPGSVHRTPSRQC
M1 antag – human M1 muscarinic receptor antagonists, primary screen, CHO-K1 cells, Fluo-8 calcium fluorescence, 1536-well; CHO-K1 hM1, ACh EC80 antagonist; inhibition, % at 3 µM; 360,000 compounds, 1.3% hits;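 active = percent inhibition above its own plate's cutoff, namely the mean of that plate's compound wells plus 3 SD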;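 also: peak over basal fluorescence ratio during 140 s after agonist addition; 0% = ACh EC80 plus DMSO and 100% = DMSO alone without agonist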
Starred values were filed as active, the others as inactive; . = no result given.

Structure,CHRM5 antagonist,M4 antag,M5 PAM,CHRM5 agonist,CHRM4 PAM,CRFR2-BP ag,CHRM4 agonist,M1 PAM,M1 antag
CCOc1ccc(C(=O)Nc2ccccc2C#N)cc1[N+](=O)[O-],3.9,-3.8,-1.4,2.4,1.4,-3.2,4.0,1.6,-11.3
COc1ccccc1NC(=O)N1CCN(C(=O)c2ccco2)CC1,-9.2,-0.8,10.9,-4.0,0.3,5.0,0.9,5.5,-10.7
O=C(CCCOc1ccccc1)N1CCN(C(=O)c2ccco2)CC1,-4.6,-2.1,2.8,1.1,3.0,0.4,0.8,1.5,-3.1
CC(=O)c1cn(CC(=O)Nc2ccc(C)cc2C)c2ccccc12,11.8,6.1,-11.4,1.2,4.1,-0.8,12.1,1.1,14.3
O=C(NCCc1ccccc1)C1CCN(S(=O)(=O)c2cccc3nonc23)CC1,1.9,4.2,-3.0,-2.7,-2.8,1.5,6.1,6.2,-15.9
Cc1c(NC(=O)CSc2nnc(N)s2)c(=O)n(-c2ccccc2)n1C,5.8,8.3,-4.1,0.6,1.0,0.5,0.4,4.1,-6.9
COc1ccc(C(CNS(=O)(=O)c2ccccc2)N2CCN(C)CC2)cc1 (stereo unspecified),0.5,-4.2,1.9,1.3,-4.9,-0.8,0.4,9.0,-15.0
O=C(NCc1ccc(F)cc1)c1cccc2c1C(=O)c1ccc(N3CCC(Cc4ccccc4)CC3)cc1S2(=O)=O,4.6,4.4,4.9,1.9,1.5,125.9*,1.2,1.6,3.7
CC(=O)Nc1ccc(NC(=O)c2ccc(S(=O)(=O)N3CCCCCC3)cc2)cc1,10.0,1.4,0.6,0.3,3.6,-1.6,3.0,-0.7,-2.8
Cc1ccc(O)c(N=Nc2ccc(S(=O)(=O)N3CCOCC3)cc2)c1,5.1,6.2,-5.1,-1.4,6.2,-7.9,1.8,0.9,3.7
CC1CCN(C(=S)Nc2ccc(SC(F)F)cc2)CC1,4.0,6.2,-2.8,-4.9,-11.6,-1.8,2.3,-3.7,-0.8
COc1ccc(S(=O)(=O)N2CCN(C(=O)c3sccc3-c3ccccc3)CC2)cc1,3.4,-9.3,-5.8,-4.6,4.9,-0.2,4.6,-8.5,3.0
Cc1ccc(S(=O)(=O)N2CCC[C@H]2C(=O)NC2=NCCS2)cc1,11.8,6.2,0.8,0.4,3.5,-0.3,0.4,8.0,-20.3
O=C(N1CCCCC1)C1(c2ccccc2)CCOCC1,-6.5,-3.5,0.2,-1.0,20.1,0.8,0.6,2.9,-1.9
Oc1ccc(CN2CCCc3ccccc32)c2cccnc12,4.8,8.4,-4.4,-9.9,-4.2,-2.7,1.1,-9.1,1.3
COc1cc(OC)cc(C(=O)N[C@H](C(=O)NCCc2ccc(S(N)(=O)=O)cc2)C(C)C)c1,-2.5,-17.9,9.2,-4.2,3.7,1.0,1.5,6.4,-12.8
O=S(=O)(Nc1ccccc1N1CCCCC1)c1ccccc1,14.4,-7.3,-7.1,-7.0,-2.8,1.6,-1.9,-0.4,-5.0
NC(=O)CSc1nnc(-c2cccs2)n1-c1ccccc1,-4.3,-8.5,2.1,2.2,7.8,-1.4,0.8,16.9,-19.3
COC(=O)C1=C(C)Nc2ncnn2C1c1ccc(OC(=O)c2ccccc2)cc1 (stereo unspecified),-1.8,-4.6,-2.0,-0.1,9.0,-0.8,0.5,0.1,-27.6
CC(C)CCNC(=O)CCn1nc(-c2ccccc2)ccc1=O,3.6,-2.0,-3.5,-1.3,3.8,-0.8,0.4,-0.1,-7.9
C=C(C)c1cccc(C(C)(C)NC(=O)N2CC(C)OC(C)C2)c1 (stereo unspecified),-0.8,0.0,0.2,-0.8,-2.4,-0.8,1.6,2.6,-22.1
Cc1ccc(-n2c(=O)c(C#N)cc3c(=O)n4ccccc4nc32)cc1C,8.9,1.5,0.8,-1.8,-4.6,5.9,0.0,9.6,-1.2
COC(=O)COc1cccc(NC(=O)c2cc(OC)cc(OC)c2)c1,-4.2,-2.4,-2.3,1.2,1.1,-1.2,2.5,0.6,3.5
O=C(O)CCCn1c(=O)[nH]c2ccccc2c1=O,0.0,9.4,-0.5,-0.5,-4.6,-0.9,0.1,11.4,-20.7
O=C1C2CCCCN2C(=O)N1CCCCN1CCN(c2cccc(Br)c2)CC1 (stereo unspecified),-0.6,1.5,-2.6,-4.1,-6.7,-0.2,3.1,-3.6,0.9
O=C1C(=O)N(CCN2CCOCC2)C(c2ccccn2)/C1=C(/O)c1ccc(Cl)cc1 (stereo unspecified),4.8,2.5,-3.8,-1.5,-0.4,0.5,0.7,5.5,-7.2
c1ccc(-c2ccc3cnccc3n2)cc1,7.2,-3.0,-2.0,0.0,3.4,.,1.0,2.3,-19.8
O=C(Nc1ccccc1N1CCCC1)c1ccccc1F,1.9,6.5,1.5,-5.8,7.6,-0.2,-1.0,7.7,-18.2
COc1ccc(OCC(=O)Nc2ccc3c(c2)nc(CCN2CCN(C)CC2)n3C)cc1,-4.3,-3.9,1.4,-2.8,-6.8,0.3,-1.2,3.7,-8.3
Cc1ccc(C(C)(C)C)cc1S(=O)(=O)NC(=O)c1ccccc1,-3.8,7.0,5.1,-2.6,-5.6,0.2,-0.3,10.5,1.7
COc1ccccc1N/C=C/c1onc(C)c1[N+](=O)[O-],22.9,40.2*,-12.9,14.6,-0.7,89.3*,2.2,-0.1,10.2
Nc1nnc(SCc2ccc(F)cc2Cl)s1,-6.3,-17.3,-4.6,-5.1,12.0,-6.8,1.2,-0.5,-11.7
CCCCn1c(SCC(=O)N2CCN(c3ccccc3)CC2)nc2ccsc2c1=O,1.8,-0.1,-4.2,-1.4,2.9,0.4,-2.0,-2.7,10.7
CCCS(=O)(=O)NC(=O)C1(C)CCN(C(=O)c2cc(C)oc2C)C1 (stereo unspecified),7.4,-3.1,-2.2,0.9,-6.4,.,1.1,23.8,-12.8
COc1ccc(S(=O)(=O)n2nc(OC(C)=O)cc2N)cc1,3.6,-16.0,10.6,-1.0,7.2,-0.6,0.0,8.8,0.6
C/C(=N\NC(=O)c1cccc(S(=O)(=O)Nc2ccc(C)cc2C)c1)c1ccncc1,-2.2,-9.7,-5.9,3.3,1.0,0.9,2.2,5.6,-5.2
Cc1cccc(Cc2c(C)nc3nc(SCC(=O)O)nn3c2C)c1,14.2,2.3,0.3,4.3,-0.1,-5.5,-0.1,6.5,1.2
O=c1c2ccccc2oc2cc(NCCCN3CCOCC3)ccc12,1.1,1.0,-2.5,-0.9,9.4,0.3,5.1,3.9,-4.0
CCC(=O)Nc1ccc(NC(=S)Nc2ccccc2)cc1,2.7,-4.5,-3.5,-1.5,11.5,-1.6,1.4,4.6,-8.3
O=C(CCCO)NC1Cc2ccccc2C1,5.7,-16.0,-3.9,1.4,5.3,-0.1,0.2,7.3,-8.1
CNC(=S)NNC(=O)Cc1ccc(OC)cc1,-9.5,-11.3,-1.1,-6.4,-2.3,-0.8,0.5,2.1,-5.2
CN(CCc1ccccn1)C(=O)CC1C(=O)NCCN1Cc1cccc(F)c1 (stereo unspecified),14.1,2.9,-4.1,-3.7,2.7,1.9,1.0,2.0,-5.0
CC(C)c1nnc(SCC(=O)Nc2ccc3c(c2)OCO3)n1C,-9.0,-1.4,12.0,-1.4,5.7,0.0,1.1,3.4,-15.2
O=[N+]([O-])c1cc(S(=O)(=O)N2CCCCC2)ccc1NCc1cccc(Cl)c1,-13.9,-14.4,6.7,-8.5,-0.6,-0.7,0.3,-9.5,2.1
O=C(NCC(c1ccc(F)cc1)N1CCOCC1)c1cc(F)c(F)c(F)c1F (stereo unspecified),-5.0,-5.0,1.4,-4.1,3.0,-0.5,-0.7,1.6,-3.1
CCOC(=O)N1CCN(C(=O)CCCn2nnnc2CN2CCC(C)CC2)CC1,-7.6,-15.0,15.2,-0.9,7.6,0.0,-0.1,15.1,-21.7
COc1ccc(-c2[nH]nc3c2C(c2ccsc2)C(C#N)=C(N)O3)cc1 (stereo unspecified),-6.8,-6.3,-1.9,-1.9,4.5,-4.8,0.9,11.5,-4.5
Cc1nnc(SCC(=O)Nc2sc3c(c2C(=O)c2ccccc2)CCCC3)s1,0.5,10.1,4.1,-1.0,2.1,0.5,-0.3,4.1,0.0
CC(C)C1C(C#N)=C(N)SC(N)=C1C#N,-1.1,2.2,-1.4,5.9,-3.8,0.1,1.0,2.3,-1.4
O=C(Nc1nc(-c2ccc(S(=O)(=O)N3CCCCCC3)cc2)cs1)c1cccs1,15.7,2.6,-9.1,7.9,-3.3,0.9,7.5,8.4,6.9
CCCCc1c(C)[nH]c2nc3ccccc3n2c1=O,0.4,0.6,6.1,-2.6,4.4,-0.3,1.2,-4.5,6.0
Cc1csc(/N=C/c2ccc([N+](=O)[O-])cc2)n1,6.8,6.1,-1.8,0.2,0.7,-1.6,0.7,3.9,-8.2
Cc1cccc(-n2c(SCc3ccc(C#N)cc3)nnc2-c2c[nH]c3ccccc23)c1,0.0,5.7,-1.9,0.5,-2.2,-0.3,0.6,6.4,-1.4
CCN(CC(=O)Nc1ccc(NC(C)=O)cc1)C(=O)c1cccc(Oc2ccccc2)c1,8.0,7.8,-10.1,0.8,10.0,-0.5,2.0,0.3,3.9
CCOc1ccc(NC(=O)[C@@H](NC(=O)c2ccccc2Br)C(C)C)cc1,-9.7,0.7,0.1,-1.6,7.4,1.5,0.5,2.6,-20.1
CN1CCC(=NNC(=O)C(=O)NCc2ccccc2)CC1,-3.1,-3.1,-2.7,-4.9,6.4,1.2,-0.6,2.5,-24.9
CC(=O)Nc1ccccc1OCCOc1ccc(Br)cc1,6.1,-13.8,-24.1,-7.9,-2.4,-3.3,9.1,-10.9,12.6
O=C(Nc1ccnn1C1CCN(Cc2ccc(C#CCCO)cc2)CC1)c1cccc(F)c1,5.4,9.2,-5.2,-5.3,3.9,-1.4,3.5,0.8,-1.2

3 entries already listed, sorted by the value under M1 antag, lowest first.
Structure,CHRM5 antagonist,M4 antag,M5 PAM,CHRM5 agonist,CHRM4 PAM,CRFR2-BP ag,CHRM4 agonist,M1 PAM,M1 antag
COc1ccc(-c2[nH]nc3c2C(c2ccsc2)C(C#N)=C(N)O3)cc1 (stereo unspecified),-6.8,-6.3,-1.9,-1.9,4.5,-4.8,0.9,11.5,-4.5
O=C(NCC(c1ccc(F)cc1)N1CCOCC1)c1cc(F)c(F)c(F)c1F (stereo unspecified),-5.0,-5.0,1.4,-4.1,3.0,-0.5,-0.7,1.6,-3.1
CCCCc1c(C)[nH]c2nc3ccccc3n2c1=O,0.4,0.6,6.1,-2.6,4.4,-0.3,1.2,-4.5,6.0
